ADAM17 inh: inhibitors of human ADAM17; recombinant ADAM17, EDANS/DABCYL FRET peptide cleavage; hit rate 0.83% among 370,000; P78536; AID 720648; inhibition, % at 6.95 µM;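 active means inhibition above the mean of compounds lying between control limits plus 3 SD, set per campaign, cut at about 8.5% in these data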;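 further: 0% = DMSO-only wells as the low control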
hcDAF-12 act: activates DAF-12 receptor from parasite H. contortus | HEK293 hcDAF-12 lit1-tk-luc reporter, luminescence; 0% DMSO, 100% Δ7-dafachronic acid | activation, % at 6.8 µM | hit rate 1.4% among 370,000;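 active means activation above the mean of all tested compounds plus 3 SD, cut at about 5.5% in these data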;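 further: 100% = response to 3 µM Δ7-dafachronic acid high control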
PLCb3 inh: inhibitors of human phospholipase C beta3; Q01970; Purified PLC-beta3, fluorogenic substrate, fluorescence; AID 720704; inhibition, % at 12.2 µM; hit rate 0.18% among 370,000; in the data active means inhibition above about 11%;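 further: 0% = median of compound wells on plate and 100% = full blocker control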
FXN GAA850 act: activators of GAA850 frataxin (FXN) promoter; HEK293 lucGAA850 FXN promoter luciferase reporter, 24 h; percent of 10 µM SAHA response; activation, % at 6 µM; hit rate 0.56% among 360,000; AID 540364;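 active means activation above the average of all compounds screened plus 3 SD, cutoff fixed separately per campaign, cut at about 7.5% in these data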;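 further: 0% = DMSO wells and 100% = 10 µM SAHA wells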
DAX1 inh-1: DAX1 (NR0B1) inhibition, primary screen | hit rate 1.1% among 370,000 | HEK293T StAR-luciferase reporter, SF-1/DAX-1 repression relief | AID 652010 | inhibition, % at 6.8 µM;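 active means inhibition above the mean over all tested compounds plus 3 SD, cut at about 3.6% in these data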;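 further: 0% = DAX-1 cells with DMSO and 100% = cells lacking DAX-1 with DMSO; higher inhibition means more luminescence from relief of DAX-1 repression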
PLC-gamma1 inh: blocks human PLC-gamma1 enzyme activity. hit rate 0.84% among 370,000. inhibition, % at 12.2 µM. purified PLC-gamma1, fluorogenic substrate, fluorescence. P19174; in the data active means inhibition above about 9.5%
hgDAF-12 ag: hgDAF-12 agonism, primary luciferase screen. HEK293 GAL4-hgDAF12 UAS-luciferase reporter, agonist luminescence; normalized to butyrate control. activation, % at 6.8 µM. hit rate 1.8% among 370,000. AID 687014;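 active means activation above a cutoff set at the mean of all screened compounds plus 3 SD, cut at about 10% in these data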;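 further: 0% = DMSO wells and 100% = sodium butyrate wells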
ADAM10 inh: ADAM10 inhibition, QFRET primary screen. O14672. recombinant ADAM10, EDANS/DABCYL FRET peptide cleavage, 3 h. inhibition, % at 7 µM. hit rate 0.62% among 370,000. AID 720582;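 active means inhibition above a per-campaign cutoff equal to the mean of compounds falling between control-based bounds plus 3 SD, cut at about 20% in these data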;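 further: 0% = DMSO wells while the 100% control is not disclosed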
Target sequence (O14672 214-748 limits assumed): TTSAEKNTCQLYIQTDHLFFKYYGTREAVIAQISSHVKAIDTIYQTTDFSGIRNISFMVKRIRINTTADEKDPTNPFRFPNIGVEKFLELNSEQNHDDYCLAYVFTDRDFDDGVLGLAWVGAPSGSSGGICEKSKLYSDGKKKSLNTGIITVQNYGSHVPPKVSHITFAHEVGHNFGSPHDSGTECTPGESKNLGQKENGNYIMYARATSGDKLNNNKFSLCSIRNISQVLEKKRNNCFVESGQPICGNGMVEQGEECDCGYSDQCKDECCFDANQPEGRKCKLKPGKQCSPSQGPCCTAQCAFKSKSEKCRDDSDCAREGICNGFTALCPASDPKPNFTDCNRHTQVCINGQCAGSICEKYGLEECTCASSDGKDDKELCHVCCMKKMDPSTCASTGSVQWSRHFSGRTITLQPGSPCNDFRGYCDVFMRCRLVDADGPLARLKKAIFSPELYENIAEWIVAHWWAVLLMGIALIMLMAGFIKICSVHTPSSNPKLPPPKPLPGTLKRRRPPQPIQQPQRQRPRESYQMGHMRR
sPLA2-III inh: Blocks human group III sPLA2 activity; QFRET BODIPY PC-A2 liposome hydrolysis, fluorescence; hit rate 0.56% among 370,000; Q9NZ20; inhibition, % at 12.2 µM; AID 743126;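 active means inhibition above mean plus 3 SD of compounds lying within the high and low control bounds, cut at about 19% in these data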;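 further: 0% = median of test compound wells and 100% = no enzyme DMSO wells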
Target sequence (Q9NZ20 whole entry, looked up): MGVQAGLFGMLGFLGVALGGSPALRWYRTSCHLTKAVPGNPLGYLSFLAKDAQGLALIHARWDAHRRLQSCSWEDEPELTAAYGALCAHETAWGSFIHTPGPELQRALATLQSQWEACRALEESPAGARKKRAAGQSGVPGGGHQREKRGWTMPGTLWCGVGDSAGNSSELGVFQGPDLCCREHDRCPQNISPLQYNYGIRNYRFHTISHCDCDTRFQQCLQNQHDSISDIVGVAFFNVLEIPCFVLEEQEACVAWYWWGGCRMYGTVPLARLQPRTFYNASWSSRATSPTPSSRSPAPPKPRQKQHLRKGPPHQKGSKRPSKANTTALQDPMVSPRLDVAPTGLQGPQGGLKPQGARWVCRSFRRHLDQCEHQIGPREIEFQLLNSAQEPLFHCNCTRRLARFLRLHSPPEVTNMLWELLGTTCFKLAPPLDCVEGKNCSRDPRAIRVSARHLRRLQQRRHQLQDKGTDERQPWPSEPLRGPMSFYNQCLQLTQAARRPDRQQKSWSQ
DAX1 inh-2: inhibits human nuclear receptor DAX1; P51843; HEK293 Gal4-DAX1 luciferase reporter, luminescence; AID 504766; hit rate 0.99% among 340,000; inhibition, % at 6.75 µM;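 active means inhibition above the mean over all tested compounds plus 3 SD, cut at about 4.2% in these data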;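 further: 0% = DAX1-transfected cells with DMSO and 100% = empty-vector control cells with DMSO; inhibition shows as a rise in luminescence from relieved DAX1 repression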
ssDAF-12 act: activates DAF-12 receptor from parasite S. stercoralis; HEK293 ssDAF-12/GRIP1 lit1-tk-luc reporter, luminescence; % of 3 µM dafachronic acid response; activation, % at 6.8 µM; hit rate 1% among 370,000;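 active means activation above the mean over all tested compounds plus 3 SD, cut at about 0.9% in these data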;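 further: 0% = DMSO-only wells and 100% = 3 µM delta7-dafachronic acid wells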
The depositor's hits bear a star; i = inactive; . = no result given.

SMILES,PLCb3 inh,DAX1 inh-1,sPLA2-III inh,hcDAF-12 act,ADAM10 inh,PLC-gamma1 inh,FXN GAA850 act,hgDAF-12 ag,ADAM17 inh,ssDAF-12 act,DAX1 inh-2
CCOC(=O)C1=C(C)NC(C)=C(C(=O)OCC)C1C(=O)OCC(=O)N(C)C1CCS(=O)(=O)C1 (stereo not given),-76.3,-0.1,0.2,-1.1,-60.8,-46.4,0.7,-1.4,-23.5,-1.3,2.0
Cc1cccc(C(=O)NNC(=O)c2ccccc2[N+](=O)[O-])c1,4.5,0.1,2.9,5.4,-1.4,2.0,2.0,0.7,-1.5,-0.9,-0.8
O=C(NCc1ccccc1F)C1C2C=CC3(CN(Cc4ccccc4)C(=O)C13)O2 (stereo not given),-0.2,0.3,9.1,-2.0,-6.9,0.3,.,-1.5,1.4,-1.2,.
C1=C(c2ccccc2)CCN(c2ncnc3nc[nH]c23)C1,-174.2,1.5,-4.7,1.9,-36.9,-145.9,-0.2,1.6,-6.7,-1.3,-0.4
CCOc1ccc(OCCC(=O)OCC(=O)N(CC)c2c(N)n(Cc3ccccc3)c(=O)[nH]c2=O)cc1,-5.5,-0.6,11.1,-2.5,-12.3,1.1,-0.3,0.4,-4.4,-1.1,-0.2
CCN(C(=O)COC(=O)c1ccc(OCc2c(C)noc2C)cc1)c1ccccc1,2.5,-0.5,-11.0,-2.1,6.4,14.0*,1.3,-2.5,2.5,-1.5,-0.8
FC(F)Oc1ccc(NC(=S)NCc2ccco2)cc1Cl,-6.9,-1.0,-4.8,-1.6,0.3,-1.1,0.2,-0.6,-2.0,-0.1,1.2
COc1ccc2cc3c(N)nn(C(=O)c4cccc([N+](=O)[O-])c4)c3nc2c1,-1.7,0.2,18.2,-2.1,-2.7,1.4,-4.1,1.9,-2.8,-1.2,2.1
CCc1nnc(NC(=O)CN2CCN(Cc3ccc(F)cc3)CC2)s1,-5.5,0.4,8.2,-0.6,4.0,-0.7,1.3,-0.5,-0.1,-1.1,-0.9
Cc1cc(-c2nnc(CCC(=O)NC(c3ccccc3)c3ccccc3)o2)no1,0.1,0.2,-1.5,-0.9,-12.4,2.9,3.4,4.2,-4.5,-1.5,3.5
Cc1ccc(S(=O)(=O)N(C)C)cc1NC(=O)CCCNC(=O)c1ccc(Cl)cc1,-3.4,-0.4,-5.9,-3.1,-0.3,0.3,0.7,0.9,-0.3,-1.4,0.5
CCOCCCNC(=O)c1ccc(C2SCC(=O)N2Cc2ccccc2)cc1 (stereo not given),-3.1,-0.1,-2.8,-1.1,5.0,2.5,-0.9,-1.5,-2.8,-1.2,1.5
O=C1C2C3C=CC(CC3)C2C(=O)N1/N=C/c1c(O)ccc2ccccc12 (stereo not given),-0.9,-0.1,2.8,0.3,-8.6,-2.9,1.3,-1.4,1.0,-1.8,-1.9
CN(C(=O)C1CCCN(S(=O)(=O)c2cccc([N+](=O)[O-])c2)C1)C1CCS(=O)(=O)C1 (stereo not given),2.8,-0.4,1.7,-0.3,1.3,2.3,-1.4,-2.9,-0.4,-0.8,-0.1
COc1ccc(S(=O)(=O)N2CCN(C(=O)/C=C/c3ccco3)CC2)cc1,-19.6,0.1,-7.2,0.9,1.5,-7.5,1.5,-0.8,-4.1,-0.1,0.3
COc1cc(NC(=O)Cn2ccsc2=N)c(C)cc1[N+](=O)[O-],3.6,-2.3,-2.9,1.3,3.0,-1.0,-1.4,5.5,0.7,-0.8,0.7
COc1ccc(C)c2sc(N(CCCN(C)C)C(=O)c3ccc4c(c3)OCCO4)nc12,-7.9,1.5,-9.8,-0.3,-7.5,-5.0,1.3,-0.7,-1.5,-1.4,-0.7
CN(C)CCN(C(=O)c1cccc2ccccc12)c1nc2cc3c(cc2s1)OCO3,-11.6,-0.1,-1.8,-2.2,8.0,-0.1,1.4,-0.2,1.5,-1.4,0.3
CC1CC(c2ccccc2)n2nc(NC(=O)c3ccco3)nc2N1 (stereo not given),3.8,-0.1,0.5,-1.6,5.1,-0.9,-0.7,0.2,-0.7,-1.1,-0.3
CSc1ncc(CO)n1Cc1ccccc1,-8.4,-0.3,5.3,-0.3,-5.1,0.8,-0.7,-2.8,-3.2,-2.2,-0.2
O=C(COC(=O)C12CC3CC(CC(C3)C1)C2)N1CCN(S(=O)(=O)c2ccccc2)CC1,-0.4,-1.2,-2.9,-0.4,-13.7,1.4,0.9,1.8,-1.5,-0.8,0.4
O=C(O)c1ccccc1C(=O)Nc1ccc(S(=O)(=O)NC2CCCCC2)cc1,-0.5,-0.4,20.3*,0.2,-2.8,1.2,0.1,2.2,-2.3,-1.5,-0.2
COc1ccccc1NC(=O)N1CCCC1C(=O)NC1CCCCC1 (stereo not given),4.9,-0.4,-3.2,-1.3,1.7,0.3,2.2,-1.6,0.5,-0.6,-0.1
Cc1cc(C)cc(NC(=O)C2C3C=CC4(O3)C2C(=O)N(CCCN2CCCCC2)C4C(=O)NC2CCCCC2)c1 (stereo not given),-1.1,0.3,-3.9,-2.0,2.6,5.3,0.3,1.3,3.1,-1.2,-0.1
CCn1c(C)cc(/C=C2\NC(=O)N(Cc3ccc(Cl)cc3)C2=O)c1C,-52.3,-1.6,0.7,-0.7,-27.5,-32.0,-0.2,1.3,-10.0,-1.9,0.5

Some values from the results shown.
Result for O=C(NCc1ccccc1F)C1C2C=CC3(CN(Cc4ccccc4)C(=O)C13)O2 (stereo not given) in hgDAF-12 ag: -1.5
Result for CN(C)CCN(C(=O)c1cccc2ccccc12)c1nc2cc3c(cc2s1)OCO3 in PLC-gamma1 inh: -0.1
Result for CN(C(=O)C1CCCN(S(=O)(=O)c2cccc([N+](=O)[O-])c2)C1)C1CCS(=O)(=O)C1 (stereo not given) in ssDAF-12 act: -0.8
Result for FC(F)Oc1ccc(NC(=S)NCc2ccco2)cc1Cl in DAX1 inh-2: 1.2

Later entries:
SMILES,PLCb3 inh,DAX1 inh-1,sPLA2-III inh,hcDAF-12 act,ADAM10 inh,PLC-gamma1 inh,FXN GAA850 act,hgDAF-12 ag,ADAM17 inh,ssDAF-12 act,DAX1 inh-2
COc1ccc(C(=O)NCCc2cc3ccc(C)c(C)c3[nH]c2=O)cc1OC,2.5,-0.4,2.2,-2.5,6.5,1.8,1.6,-1.4,-0.4,-1.8,-2.1
COC(=O)C1=C(C)NC(=O)NC1c1ccccc1Cl (stereo not given),6.2,0.1,5.8,0.6,11.9,11.3*,2.9,0.1,-1.0,-0.7,1.4
CN(C(=O)COC(=O)CNS(=O)(=O)/C=C/c1ccccc1)C1CCS(=O)(=O)C1 (stereo not given),-1.0,-0.4,6.8,-0.6,-6.6,0.6,-1.2,0.0,-4.5,-0.6,0.3
COc1ccc(NS(=O)(=O)c2ccc(C)c(NC(=O)CNC(=O)c3ccco3)c2)cc1,-5.0,-0.5,5.7,-1.3,-17.0,2.4,-1.7,0.2,-3.8,-1.1,-1.1
C/C(=N\N(c1ccccc1)c1ccccc1)c1ccc(N)cc1,-5.3,-0.1,1.9,-0.9,9.9,5.8,1.3,-2.2,-1.3,-0.9,0.8
CCC(=O)Nc1ccccc1C(=O)OCC(=O)Nc1ccc(S(N)(=O)=O)cc1,0.4,-1.2,-1.1,-1.8,-10.1,-3.0,-0.1,-0.3,-5.5,-2.3,-0.8
CC(C)n1cnnc1SCC(=O)Nc1ccc(N2CCCCC2)cc1,-4.4,0.2,1.2,1.1,-2.3,-0.8,2.7,2.6,0.0,-1.2,-0.3
CC(Sc1nc(N)c(NC(=O)c2ccc(Br)o2)c(=O)[nH]1)C(=O)O (stereo not given),-6.2,-0.7,-1.4,0.5,-12.8,3.3,0.9,2.6,-0.7,-0.2,0.6
Cc1sc(NC(=O)c2cccnc2)nc1-c1ccccc1,-9.7,0.4,8.3,-2.1,-5.8,-3.8,-0.6,-0.8,-4.4,-1.7,3.9
CCOC(=O)CSc1nnc(CNC(=O)c2cccc(C)c2)n1C,1.4,1.7,-1.9,-1.8,-0.8,2.5,-0.2,-0.2,0.5,-1.5,2.4
CCCCCCN1CCN(C2CN(Cc3cn(Cc4ccc(F)cc4)nn3)S(=O)(=O)C2)CC1 (stereo not given),2.9,1.7,-5.8,-1.1,3.6,1.9,.,-4.5,0.7,-1.1,.
COc1ccc(-c2csc3[nH]c(=S)n(-c4ccccc4)c(=O)c23)cc1OC,-0.5,0.3,5.5,0.9,5.8,0.3,3.5,-2.2,0.5,-1.7,-0.3
CCc1nccn1CCC(=O)N1CCCC(N2CCN(c3ccccc3F)CC2)C1 (stereo not given),-2.4,-1.5,0.6,-0.9,-0.6,-1.9,0.5,-1.7,-3.9,-1.1,0.7
Cn1c(=O)c2c(nc(Br)n2CCSc2nc3ccccc3o2)n(C)c1=O,2.4,-0.6,3.2,-2.1,-2.9,1.1,-1.9,1.1,-4.7,-1.4,0.1
COc1ccc(S(=O)(=O)N2CCC(C(=O)Nc3nccs3)CC2)cc1,-7.6,-0.2,-1.4,1.4,-10.6,0.6,-0.8,-2.0,-7.5,-0.3,1.4
CC1(C)CC(Cc2ccc(C(=O)c3ccccc3)cc2)N(C(=O)OC(C)(C)C)N1 (stereo not given),8.8,-2.9,-0.1,-1.7,7.1,11.3*,-1.9,-2.4,7.9,-1.8,-1.9
CCCCCC(=O)Nc1cc(N(C)C)nc2ccccc12,-39.9,-0.8,-2.4,-0.5,-376.9,-27.8,-2.7,0.7,-101.3,-1.0,-0.1
Cn1c2ccccc2c2cc(/C=N/NC(=O)c3cc(O)ccc3O)ccc21,i,-1.8,17.0,-0.1,-88.0,i,-0.9,-0.7,-44.2,-1.2,-1.1
CC(C)OCCCNC(=O)CN1C(=O)CC(C)(C)S(=O)(=O)c2ccccc21,2.6,-0.4,-4.2,-2.4,-8.9,0.2,-0.5,-1.2,-2.3,-1.4,-0.5
N#C/C(=C\c1ccccc1)C(=O)NCCN1CCOCC1,3.3,-0.9,-1.9,2.4,2.9,-1.8,3.7,-1.2,-4.6,-1.4,0.6

2 records drawn at random from those above:
SMILES,PLCb3 inh,DAX1 inh-1,sPLA2-III inh,hcDAF-12 act,ADAM10 inh,PLC-gamma1 inh,FXN GAA850 act,hgDAF-12 ag,ADAM17 inh,ssDAF-12 act,DAX1 inh-2
COc1ccc(-c2csc3[nH]c(=S)n(-c4ccccc4)c(=O)c23)cc1OC,-0.5,0.3,5.5,0.9,5.8,0.3,3.5,-2.2,0.5,-1.7,-0.3
CCCCCC(=O)Nc1cc(N(C)C)nc2ccccc12,-39.9,-0.8,-2.4,-0.5,-376.9,-27.8,-2.7,0.7,-101.3,-1.0,-0.1

3 entries from above, sorted by their value in ADAM17 inh, largest number first:
SMILES | PLCb3 inh | DAX1 inh-1 | sPLA2-III inh | hcDAF-12 act | ADAM10 inh | PLC-gamma1 inh | ADAM17 inh | ssDAF-12 act | DAX1 inh-2
CCOC(=O)CSc1nnc(CNC(=O)c2cccc(C)c2)n1C | 1.4 | 1.7 | -1.9 | -1.8 | -0.8 | 2.5 | 0.5 | -1.5 | 2.4
CC(C)n1cnnc1SCC(=O)Nc1ccc(N2CCCCC2)cc1 | -4.4 | 0.2 | 1.2 | 1.1 | -2.3 | -0.8 | 0.0 | -1.2 | -0.3
CCC(=O)Nc1ccccc1C(=O)OCC(=O)Nc1ccc(S(N)(=O)=O)cc1 | 0.4 | -1.2 | -1.1 | -1.8 | -10.1 | -3.0 | -5.5 | -2.3 | -0.8
